Screening results from PubChem.
NSD2 inh: NSD2 (human) methyltransferase inhibition | inhibition, % at 12.5 µM | 310,000 compounds, 0.54% hits | AID 743445 | NSD2 peptide methylation, AlphaScreen, 120 min | O96028; in the data active means inhibition above about 50%
CAL PDZ FP-1: inhibitors of human CAL PDZ peptide binding | purified CAL PDZ, TMR-peptide fluorescence polarization, 1 h | inhibition, % at 24.9 µM | 300,000 compounds, 0.92% hits | AID 602252;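 active means mean inhibition of at least 30% with at least half of replicates also reaching 30%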;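 further: 0% = DMSO neutral control and 100% = excess unlabeled competitor peptide PRC23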
CAL PDZ FP-2: human CAL PDZ-peptide interaction inhibition | purified CAL PDZ, TMR-peptide fluorescence polarization, 1 h | 330,000 compounds, 0.02% hits | inhibition, % at 20 µM | AID 504414;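 active means highest replicate inhibition of at least 40%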;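 further: plate controls were DMSO neutral control wells for no effect and unlabeled competitor peptide control wells for full effect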
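Read-out basis: mP drop reported as inhibition | Assay system: Tagged CAL PDZ protein CerCALP, purified | Benchmarks: Unlabelled peptide for full inhibition, DMSO wells as neutral | Schedule: 1 h incubation at room temperature before polarization reading | Buffer or medium: Sodium phosphate/NaCl buffer pH 7.4 with TCEP, IgG, Thesit | Doses: Single point, 20 µM | Measured by: Fluorescence polarization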
V-ATPase pHluor: regulators of yeast V-ATPase proton transport. S. cerevisiae, pHLuorin cytosolic pH fluorescence. response, % at 10 µM. 350,000 compounds, 0.37% hits. AID 504577; in the data active means response mostly above about 7.3%, no sharp cut-off; inactive means mostly below about 5.4%; further: actives read high; inactives centre near 0; some compounds called inactive have numbers as strong as hits
DAGLB inh: blocks human DAGLB lipase activity | 340,000 compounds, 0.059% hits | Q8NCG7 | AID 504411 | inhibition, % at 5.17 µM | HEK293T DAGLB membrane lysate, EnzChek fluorogenic substrate; in the data active means inhibition above about 34%;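 further: 0% = enzyme with vehicle and 100% = wells lacking enzyme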
Pemphigus Ab inh: inhibitors of pemphigus antibody binding to human desmoglein-3. P32926. DSG3-coupled beads, scFv-anti-DSG3-GFP binding, flow cytometry; active compounds read low. binding (percent of control), % at 10 µM. 310,000 compounds, 0.48% hits;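 active means binding more than 3 SD below its plate's average and above zero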;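 further: hits lower antibody fragment binding to DSG3; some compounds called inactive have numbers as strong as hits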
Target sequence (P32926 whole entry, looked up, the tested form may be a part): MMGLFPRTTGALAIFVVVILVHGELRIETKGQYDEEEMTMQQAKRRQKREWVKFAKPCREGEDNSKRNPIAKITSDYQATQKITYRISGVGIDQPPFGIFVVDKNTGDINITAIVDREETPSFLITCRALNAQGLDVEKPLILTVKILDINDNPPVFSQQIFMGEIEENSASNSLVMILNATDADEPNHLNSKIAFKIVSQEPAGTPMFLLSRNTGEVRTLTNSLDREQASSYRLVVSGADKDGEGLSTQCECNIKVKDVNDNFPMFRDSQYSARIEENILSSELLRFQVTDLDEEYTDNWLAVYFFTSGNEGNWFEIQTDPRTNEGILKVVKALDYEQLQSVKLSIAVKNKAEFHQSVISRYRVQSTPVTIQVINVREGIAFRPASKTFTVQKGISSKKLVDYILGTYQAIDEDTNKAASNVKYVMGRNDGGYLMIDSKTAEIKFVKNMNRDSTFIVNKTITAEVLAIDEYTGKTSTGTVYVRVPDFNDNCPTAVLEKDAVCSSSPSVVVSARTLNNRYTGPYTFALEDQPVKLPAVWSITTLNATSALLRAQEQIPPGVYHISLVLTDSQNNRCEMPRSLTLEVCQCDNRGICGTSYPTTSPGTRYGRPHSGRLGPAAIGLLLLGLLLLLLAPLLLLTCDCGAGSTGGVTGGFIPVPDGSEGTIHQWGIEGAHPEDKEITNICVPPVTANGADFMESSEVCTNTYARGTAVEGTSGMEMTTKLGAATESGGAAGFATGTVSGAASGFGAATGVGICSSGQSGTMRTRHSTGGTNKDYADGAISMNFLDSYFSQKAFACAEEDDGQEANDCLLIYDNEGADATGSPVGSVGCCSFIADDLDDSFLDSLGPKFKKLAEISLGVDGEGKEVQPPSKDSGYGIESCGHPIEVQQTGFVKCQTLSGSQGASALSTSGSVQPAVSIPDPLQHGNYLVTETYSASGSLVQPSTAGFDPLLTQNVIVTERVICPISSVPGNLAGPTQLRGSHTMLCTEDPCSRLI
Cardiac RTF inh: cardiac RTF calcium desensitization | P19429+P45379 | IANBD-labeled cardiac RTF, Ca2+ fluorescence | inhibition, % at 7.15 µM | 340,000 compounds, 0.12% hits;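 active means inhibition above the mean inhibition of all tested compounds plus 3 SD, cut at about 17% in these data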;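 further: assay run at fixed EC70 calcium of 1.6 mM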
Keap1 Nrf2 FP: inhibitors of human Keap1-Nrf2 protein-protein interaction; inhibition, % at 9.4 µM; AID 504523; Q14145; Keap1 Kelch-Nrf2 peptide fluorescence polarization, 1536-well; 340,000 compounds, 0.15% hits; in the data active means inhibition above about 12%;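 further: human Keap1 Kelch domain with fluorescein labeled Nrf2 9mer peptide probe; 0% = neutral control wells and 100% = peptide positive control; higher means more block of Keap1 binding to Nrf2 peptide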
LANA DNA inh: inhibitors of KSHV LANA C-terminal domain DNA binding. MBP-C-LANA/FAM-LBS DNA binding, fluorescence polarization. 340,000 compounds, 0.078% hits. inhibition, % at 9 µM;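 active means highest replicate inhibition at or above 60% at 9 µM, even if other replicates fall short; inactive means all replicates below 60% inhibition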;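 further: 0% = neutral control wells and 100% = 4 µM acridine orange control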
Arrestin-AP2 inh: human beta-arrestin and AP2 interaction inhibition | FITC-arrestin peptide / GST-AP2 beads, flow cytometry; AP2 beta2 appendage carries R879A mutation | inhibition, % at 10 µM | 340,000 compounds, 0.31% hits | AID 504490;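 active means inhibition above a set limit, near 3 SD of compounds lacking own fluorescence, cut at about 54% in these data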;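 further: plate controls were DMSO wells for no effect and 5 µM unlabelled arrestin peptide for full effect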
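Material – GST-tagged AP2 beta2-adaptin appendage (R879A) on 4 µm glutathione beads · Probe or stimulus – fluorescein-tagged arrestin peptide at 50 nM final · Timing – 12 min plus 1 h, RT · Detection – bead flow cytometry, FITC channel · Read-out basis – inhibition as reduced fluorescein signal on beads, percent · Medium – PBS plus Tween 20 (0.05%) and BSA (0.1%)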
The depositor's hits bear a star; x = no result given. This is a subset; the hit share may differ from the screen's.

SMILES	NSD2 inh	CAL PDZ FP-1	CAL PDZ FP-2	V-ATPase pHluor	DAGLB inh	Pemphigus Ab inh	Cardiac RTF inh	Keap1 Nrf2 FP	LANA DNA inh	Arrestin-AP2 inh
CCOC(=O)N1CCC(=NNC(N)=O)CC1	48	-1	0.1	-2	-1	96	10	-4	2.7	7
Cc1ccc(Nc2nc(/N=C/N(C)C)n[nH]2)cc1C	1	5	-2.3	0	0	100	2	0	0.4	-8
CCOC(=O)c1c(C2COc3ccccc3O2)csc1N (centres undefined)	-1	x	-1.2	3	-2	100	1	-3	-0.1	11
O=C(NNC(=O)c1n[nH]c(=O)c2ccccc12)c1ccc(Br)cc1	4	109*	-0.8	-1	1	91	5	-4	-0.2	-8
CCOC(=O)C1CCN(CC(=O)Nc2ccc(OC)c(S(=O)(=O)N3CCCCC3)c2)CC1	-2	-3	-0.4	8	-1	123	-9	-8	-1.3	-1
CCc1ccc(OCC(=O)Nc2ccc(S(=O)(=O)N3CCCC3)cc2)c(Br)c1	0	6	-2.5	9	-4	102	-9	0	-4.3	20
CCCn1c(=O)c2ccccc2n2c(SCc3nc4ccccc4s3)nnc12	2	1	-1.8	3	-1	99	-7	-7	-0.3	-4
Cc1ccc(OCC(=O)c2cc(C)n(-c3ccccc3)c2C)c([N+](=O)[O-])n1	5	-2	-1.5	-4	-5	111	8	-5	0.0	14
CN(C)S(=O)(=O)c1cc(C(=O)NCC2CCCO2)c(Cl)cc1Cl (centres undefined)	-8	-1	-1.0	0	0	x	-1	3	-1.6	-6
CC1(C)SC(=S)N(/N=C/c2ccccc2O)C1N(O)C(=O)Nc1ccccc1 (centres undefined)	1	1	-2.3	-1	-1	98	8	2	1.7	45
Clc1ccccc1-c1nc(N/N=C/c2cccnc2)c2ccccc2n1	2	-1	-1.5	2	-2	96	-2	3	0.4	7
CCC(C)(C)n1nnnc1C(c1cccc(C#N)c1)N1CCN(c2cc(C)ccc2C)CC1 (centres undefined)	-7	-2	-2.4	4	-3	119	-5	-4	-1.1	8
COc1cccc(CNC(=O)C(C)n2ccc3cc(S(=O)(=O)N4CCCCCC4)ccc32)c1 (centres undefined)	-1	-7	-1.0	-3	3	x	-5	-3	-0.6	-5
c1ccc(Nc2c3c(nc4ccccc24)CCC3)cc1	2	-2	-3.2	0	2	123	4	-9	1.3	5
CC(NC(=O)C1CCC(CNc2c(N3CCCCC3)c(=O)c2=O)CC1)c1ccccc1 (centres undefined)	-2	-4	-1.1	-4	-3	93	-6	2	-1.4	3
O=C(Nc1ccccc1)c1ccc(N2CCN(c3ccccn3)CC2)c(S(=O)(=O)N2CCOCC2)c1	2	x	-1.5	-3	1	100	1	-4	-1.7	3
O=C(CSc1nnc(-c2ccccc2)o1)NC1CCCC1	0	-3	-2.5	-1	1	100	-10	-4	1.6	-10
COc1cc(CCC(=O)Nc2c(C(=O)N3CCN(c4ccccc4)CC3)oc3ccccc23)on1	9	2	-0.8	0	-2	102	-4	0	-1.4	13
CCOc1ccc(C(=O)Nc2cc(-c3nc4ccccc4[nH]3)ccc2Cl)cc1[N+](=O)[O-]	-2	-7	-0.5	0	-5	103	-8	-5	0.7	3
CC(C)C1CC(c2ccccc2)(C(CN)CO)CCO1 (centres undefined)	-4	-3	0.5	5	-2	101	1	-7	-0.4	9
OCc1nc2ccccc2n1CCCc1ccccc1	-1	x	x	-1	-5	95	x	x	x	x
CC1Sc2ccc(S(=O)(=O)N3CCN(c4ccccc4)CC3)cc2NC1=O (centres undefined)	-2	11	-2.4	-3	2	106	-2	-3	0.3	-13
CCCCCCCCC1=NCCc2c1[nH]c1ccccc21	1	-4	-2.0	0	1	104	-9	-2	-2.6	0
CCOC(=O)CSc1nc2sc3c(c2c(=O)n1-c1ccc(OCC)cc1)CCN(C)C3	2	-2	-0.9	-4	-3	116	3	-6	-2.4	9
CCCNc1nc(NCC)nc(OC)n1	-3	-5	-1.3	1	-2	102	0	-1	0.2	64*

New compounds follow.
SMILES	NSD2 inh	CAL PDZ FP-1	CAL PDZ FP-2	V-ATPase pHluor	DAGLB inh	Pemphigus Ab inh	Cardiac RTF inh	Keap1 Nrf2 FP	LANA DNA inh	Arrestin-AP2 inh
CCCCNC(=O)COC(=O)c1cc(C)nc2ccccc12	-1	-4	-0.6	1	-2	107	-7	0	-0.4	-4
COc1ccc(N2C(=O)CC(Sc3nc(C)c4c(n3)CCCC4)C2=O)cc1 (centres undefined)	-2	-4	-1.1	1	-1	79	7	1	-0.1	-7
CCn1c(=S)[nH]c2scc(-c3cccs3)c2c1=O	-11	-1	-1.2	-2	3	101	-4	-7	-0.2	9
Cc1ccc(Nc2nnc(SC3CCOC3=O)s2)c(C)c1 (centres undefined)	0	-2	-0.2	7	4	114	-4	7	1.9	-11
Cc1cc(C)c(S(=O)(=O)NCC(c2ccco2)N2CCc3ccccc3C2)c(C)c1 (centres undefined)	-3	-4	-3.8	4	-5	101	-1	-3	-1.8	27
Cc1cc(C(F)(F)F)nn1CCCNC(=O)c1cnccn1	-3	-1	-2.7	0	2	131	-5	-1	-0.3	-5
Cc1ccc(-n2nc(C(=O)O)c(C)c(C#N)c2=O)cc1Cl	-6	-6	-0.1	-3	1	103	-1	2	1.5	5
CCCOc1ccc(CCC(=O)N/N=C/c2ccco2)cc1	-1	x	x	-3	x	100	x	x	x	9
CCOc1cc(CC(=O)N[C@@H](CC(C)C)c2ccccc2N2CCCCC2)ccc1C(=O)O	x	-3	-0.3	0	6	98	7	-5	-0.3	2
COc1ccccc1Cc1nc(-c2ccncc2)no1	2	3	-1.4	-1	-1	94	-8	-1	0.2	12
CC1=NN(Cc2ccccc2)C(=O)C1C(c1ccc(Cl)cc1)C(C#N)C#N (centres undefined)	8	-4	-1.1	2	7	97	-1	0	2.1	17
COc1ccc(CNC(=O)CCNC(=O)c2ccco2)cc1OC	10	-3	0.7	-3	-3	107	5	1	-0.4	19
CCc1nnc(NC(=O)CSc2nnc(C)c(=O)n2N)s1	-1	-1	-0.3	2	1	112	1	3	-0.8	11
O=C(Nc1ccc(NS(=O)(=O)c2ccccc2)c(Cl)c1)c1ccccc1	2	-3	-1.4	-3	-1	96	5	-1	2.2	5
CC(C)(C)OC(=O)NCCc1nnc(SCC(=O)c2ccc(Cl)cc2)o1	1	2	0.7	1	-3	x	0	1	0.8	29
CSC1=NCCN1C(=O)c1c(F)cccc1Cl	0	3	x	0	1	92	-5	-4	1.9	-12
Cc1cccc(N2CCN(C(=O)CSc3nc4ccccc4nc3N3CC(C)OC(C)C3)CC2)c1C (centres undefined)	-8	-4	-1.6	-5	-1	x	-5	2	-0.6	-11
O=C(Cc1ccc(F)cc1)N/N=C/c1ccc2c(c1)OCO2	x	-2	-1.8	-1	0	89	-3	-3	-1.4	-3
Cc1cccc(NC(=O)c2nc[nH]c2C(=O)NCCCNC(=O)c2[nH]cnc2C(=O)Nc2cccc(C)c2)c1	x	1	-0.4	0	0	x	-9	-4	-1.2	-3
O=C(Cn1cnc2c(cnn2-c2ccc(Cl)cc2)c1=O)NC1CCCCC1	x	0	-4.2	7	2	100	-10	1	-0.5	-23
Cn1c(CNc2ccc(Cl)cc2)nnc1SCC#N	-1	4	-0.6	-3	-1	101	-1	1	1.5	10
C[C@]12C[C@H](O)[C@@H]3c4ccc(O)cc4CCC3[C@@H]1CCC2=O (some centres undefined)	-1	9	0.0	2	0	95	-22	0	-1.4	-3
O=C(NC(=S)Nc1ccccc1Cl)c1cncc(Br)c1	3	-8	7.5	-3	-16	111	-8	2	-0.1	-5
CCCn1cc(CN2CCN(Cc3ccc(C)o3)C(CCO)C2)c(C)n1 (centres undefined)	-5	-3	-1.8	10	-2	81	-14	-3	2.0	-2
CC(=O)c1c(C)[nH]c(C(=O)Nc2cccc(S(=O)(=O)N3CCCCC3)c2)c1C	-1	-6	-4.9	1	0	79	-9	-1	-4.7	10

Continued:
SMILES	NSD2 inh	CAL PDZ FP-1	CAL PDZ FP-2	V-ATPase pHluor	DAGLB inh	Pemphigus Ab inh	Cardiac RTF inh	Keap1 Nrf2 FP	LANA DNA inh	Arrestin-AP2 inh
CC(NS(=O)(=O)c1ccc2c(c1)CC(C)N2C(=O)C1CC1)c1ccccc1 (centres undefined)	1	3	-2.3	-4	-1	102	-1	5	-0.9	0
COc1ccc(NC(=O)CS(=O)c2cccc(C(F)(F)F)c2)cc1 (centres undefined)	-1	x	-1.5	-4	2	101	-7	1	-1.5	-1
O=[N+]([O-])c1cccc(S(=O)(=O)N2CCc3ccccc3C2)c1	0	-7	-1.0	0	-1	117	1	0	-0.6	44
CC(C)c1cc(NC(=O)C(C)(C)C)cc(C(C)C)c1O	1	-2	-0.2	-4	1	103	-2	-4	-0.6	5
COc1ccc(S(=O)(=O)NCC(=O)N(CC(=O)NCC2CCCO2)c2cc(C)ccc2C)cc1 (centres undefined)	x	-2	0.5	3	-3	108	-3	-3	-0.1	2
CCn1nnc(NC(=O)c2sc3ccccc3c2Cl)n1	1	-2	-1.4	2	-1	103	-10	2	-1.1	-3
CN(C)S(=O)(=O)c1cc(NC2CC(=O)N(c3ccc(F)cc3)C2=O)ccc1Cl (centres undefined)	-4	-1	-3.2	0	-2	103	-8	4	-3.3	18
CC(=O)C1CCC2C3CCC4=CC(=O)CCC4(C)C3(Br)C(=O)CC12C (centres undefined)	1	x	-0.4	0	0	96	1	-5	1.5	-3
CN1CC[C@@]2([C@@]34CCN(C)C3Nc3ccccc34)c3ccccc3NC12 (some centres undefined)	x	1	0.6	2	0	102	6	3	2.7	-8
COCCCn1nnnc1SCC(=O)N1CCCC1	-2	-2	0.2	-4	-1	x	3	-3	0.0	3
CCN(CC)CCN(Cc1cc2cc3c(cc2[nH]c1=O)OCO3)C(=S)NCCCN(C)C	14	-6	0.3	4	0	115	1	2	-7.5	10
CC(=O)c1ccccc1NC(=O)Cn1c(=O)cnc2ccccc21	-1	-2	-0.5	-3	1	107	-6	-7	-0.3	x
O=C(NC(=S)Nc1ccc(Cl)cn1)c1cccs1	-1	-1	0.8	-1	-6	105	0	1	-0.1	5

Shown as labelled records: entries from further up
canonical_smiles: CN(C)S(=O)(=O)c1cc(NC2CC(=O)N(c3ccc(F)cc3)C2=O)ccc1Cl (centres undefined)
- NSD2 inh: -4
- CAL PDZ FP-1: -1
- CAL PDZ FP-2: -3.2
- V-ATPase pHluor: 0
- DAGLB inh: -2
- Pemphigus Ab inh: 103
- Cardiac RTF inh: -8
- Keap1 Nrf2 FP: 4
- LANA DNA inh: -3.3
- Arrestin-AP2 inh: 18

canonical_smiles: CC(=O)C1CCC2C3CCC4=CC(=O)CCC4(C)C3(Br)C(=O)CC12C (centres undefined)
- NSD2 inh: 1
- CAL PDZ FP-1: x
- CAL PDZ FP-2: -0.4
- V-ATPase pHluor: 0
- DAGLB inh: 0
- Pemphigus Ab inh: 96
- Cardiac RTF inh: 1
- Keap1 Nrf2 FP: -5
- LANA DNA inh: 1.5
- Arrestin-AP2 inh: -3
